Tat export inh = E. coli Tat transport inhibition. E. coli MC4100 TorA-mCherry Tat export, fluorescence. inhibition, % at 10 µM. 340,000 tested, 0.036% active;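 active means mean replicate inhibition at least 50% and at least half of replicates individually reaching 50%; inconclusive means only one of the two criteria met; inactive means neither criterion met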;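 further: exported cargo escapes ClpAP degradation while cytoplasmic cargo is degraded and loses fluorescence; 0% = median of neutral control wells and 100% = median of NaSCN control wells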
AddAB inh = less growth of phage-infected E. coli with AddAB; E. coli expressing H. pylori AddAB, absorbance growth; AID 435030; 330,000 tested, 0.29% active; inhibition, % at 11.9 µM; in the data active means inhibition above about 12%;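 further: 0% = vehicle wells of infected cells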
HTR5A inv ag = counter-screen for OPRM1-OPRD1 inverse agonists: human HTR5A inverse agonism; HTR5A cell line, luminescence; AID 504634; 340,000 tested, 0.083% active; P47898; inhibition, % at 9.3 µM; in the data active means inhibition mostly above about 23%, no sharp cut-off; inactive means mostly below about 18%;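 further: 0% = cells with DMSO and 100% = no-cell wells with DMSO; some compounds called inactive have numbers as strong as hits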
Target sequence (P47898 whole entry, looked up): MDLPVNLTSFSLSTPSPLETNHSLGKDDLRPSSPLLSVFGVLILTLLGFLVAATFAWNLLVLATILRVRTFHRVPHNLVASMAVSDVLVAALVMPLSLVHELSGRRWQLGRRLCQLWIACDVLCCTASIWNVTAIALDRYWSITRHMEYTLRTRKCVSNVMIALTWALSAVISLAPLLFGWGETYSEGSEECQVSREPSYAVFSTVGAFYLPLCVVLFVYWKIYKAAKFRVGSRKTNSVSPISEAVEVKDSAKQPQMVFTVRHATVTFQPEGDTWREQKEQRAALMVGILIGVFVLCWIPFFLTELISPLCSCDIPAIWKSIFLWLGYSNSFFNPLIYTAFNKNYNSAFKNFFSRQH
PKA-R1A act = PKA-R1A complex activation; P00514+P68181; PKA-R1A dissociation, Cy5-IP20 fluorescence polarization; scaled: DMSO 0%, 113 µM cGMP 100%; activation, % at 11.4 µM; 340,000 tested, 0.083% active; AID 504707;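 active means percent activation above the mean of all tested compounds plus 3 SD, cut at about 19% in these data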;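 further: higher means more PKAc released from R1A so a rise in polarization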
PKA-R2B activ = PKA-R2B complex activation; P22694+P31323; PKA-R2B holoenzyme dissociation, Cy5-IP20 fluorescence polarization; R2B truncated from residue 108, S112A mutant; 0% DMSO only, 100% 113 µM cGMP; activation, % at 11.4 µM; 340,000 tested, 0.079% active;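 active means activation above a cutoff set at the mean over all compounds plus 3 SD, cut at about 18% in these data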;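 further: higher means more holoenzyme dissociation and a rise in polarization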
Target sequence (P31323 whole entry, looked up, other chains not shown, the tested form may be a part): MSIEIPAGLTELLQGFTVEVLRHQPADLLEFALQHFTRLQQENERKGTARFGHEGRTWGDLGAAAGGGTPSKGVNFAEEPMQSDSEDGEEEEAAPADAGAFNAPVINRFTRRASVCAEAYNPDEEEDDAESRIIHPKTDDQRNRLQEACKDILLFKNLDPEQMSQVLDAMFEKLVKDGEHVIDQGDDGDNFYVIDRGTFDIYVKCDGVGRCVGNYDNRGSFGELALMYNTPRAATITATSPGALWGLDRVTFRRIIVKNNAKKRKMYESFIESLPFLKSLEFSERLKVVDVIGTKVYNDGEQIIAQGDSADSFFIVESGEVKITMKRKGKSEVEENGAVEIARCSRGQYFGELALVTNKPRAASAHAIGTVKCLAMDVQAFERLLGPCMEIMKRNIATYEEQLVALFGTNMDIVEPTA
SUMO Mot1 rescue = blocks SUMOylation pathway, rescuing yeast Mot1-301 growth; 320,000 tested, 1% active; growth rescue, % at 18.8 µM; S. cerevisiae Mot1-301 growth rescue, ATP luminescence, 38.5C; percent above DMSO median, 100 means doubled;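 active means every valid replicate shows activation above 250% relative to neutral control wells; inactive means the rest, any valid replicate at or below 250%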;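 further: OY570 slx delta 5 strain wells were the positive control but not used for scaling; some compounds called inactive have numbers as strong as hits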
MOR-DOR ag = agonists of human mu-delta opioid receptor heterodimerization; P35372+P41143; 340,000 tested, 0.3% active; activation, % at 9.3 µM; cells, OPRM1-OPRD1 heterodimerization, luminescence; in the data active means activation above about 18%;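 further: 0% = vehicle-treated cells and 100% = reference agonist; values of inactives mirror those of a sister screen read the other way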
PfHsp90 set2 = inhibits growth of yeast expressing Plasmodium falciparum Hsp90; S. cerevisiae expressing PfHsp90, BacTiter-Glo ATP, 48 h; yeast lacking PDR1 and PDR3 efflux regulators; inhibition, % at 9.4 µM; 310,000 tested, 0.32% active; AID 504621;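 active means every replicate shows inhibition above about 80%, whatever the replicate mean, limit read from the data; inconclusive means mean inhibition reaches the set limit but some replicate falls short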;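 further: 0% = DMSO neutral controls and 100% = 20 µM radicicol positive controls; yeast relying on Plasmodium falciparum Hsp90 in place of its own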
Ecoli viability = reduces bacterial viability in AddAB counter-screen | E. coli V3065 growth, OD600 absorbance, 18 h | inhibition, % at 11.9 µM | 330,000 tested, 0.27% active | AID 449728;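 active means inhibition above the campaign's mean inhibition across all tested compounds plus 3 SD, cut at about 9.9% in these data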;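 further: uninfected addAB+ strain grown without phage in ampicillin broth; 0% = DMSO wells and 100% = ciprofloxacin 0.95 µg/ml wells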
OPRM1-OPRD1 inv = inverse agonist of human OPRM1-OPRD1 heterodimerization. P35372+P41143. cell-based MOR-DOR heterodimer luminescence, inverse agonism. inhibition, % at 9.3 µM. 340,000 tested, 0.21% active. AID 504357; in the data active means inhibition above about 22%, passing the limit was not always enough;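 further: 0% = cells with DMSO and 100% = wells without cells with DMSO; values of inactives mirror those of a sister screen read the other way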
phage Ecoli inh = E. coli growth loss with phage present. growth absorbance. inhibition, % at 11.9 µM. 360,000 tested, 0.26% active; in the data active means inhibition above about 11%
An asterisk follows results filed as active; ? = inconclusive; . = not tested or not shown.

SMILES	Tat export inh	AddAB inh	HTR5A inv ag	PKA-R1A act	PKA-R2B activ	SUMO Mot1 rescue	MOR-DOR ag	PfHsp90 set2	Ecoli viability	OPRM1-OPRD1 inv	phage Ecoli inh
O=C1C(SC(F)(F)C(F)F)=C(C(F)(F)F)OC2C3C=CC(C3)C12 (stereo not drawn)	-7	2.5	1	11	12	-10	0.5	32	-0.8	-2	2.8
COC(=O)c1nn(-c2nc(-c3cccc(OC)c3)cc(C(F)(F)F)n2)cc1[N+](=O)[O-]	-4	-1.8	13	-2	-16	-15	-2.3	-9	0.2	12	-0.1
Cc1ccc(S(=O)(=O)NC(=O)Nc2nnc(C3CC3)s2)cc1	-7	3.1	-3	-4	-4	2	-2.0	22	0.8	10	0.9
O=C(NC1=NCCS1)c1cc(Cl)ccc1Cl	-1	3.1	-14	1	-2	-13	-2.0	22	1.2	10	1.9
CC1(C)Cc2ccccc2C(/C(=N/O)C(N)=O)=N1	7	-2.5	-4	-10	2	-4	-0.2	4	-0.3	1	-1.4
Cc1ccccc1C(=O)OCc1nnc(-c2ccc(Cl)cc2)o1	-1	1.0	24	-7	-7	108	5.0	-4	2.5	-26	3.4
Cc1ccc(S(=O)(=O)NNC(=O)Nc2cccc(C)c2C)c(C)c1	1	2.0	13	-13	-6	4	-1.3	-11	-0.1	5	0.6
Cc1ccc(NC(CC(=O)c2ccccc2)C(=O)O)cc1Cl (stereo not drawn)	1	0.4	-3	-2	-14	-19	1.0	-11	-0.8	-6	0.6
CC1CCN(C(=O)CN(C)S(=O)(=O)c2cccc3nsnc23)CC1	-5	2.5	11	3	7	-4	-1.4	-7	1.5	7	4.0
COc1ccc2[nH]c3c(c2c1)CCN1C(=O)C(CC(=O)NC(C)(C)C)C[C@H](C(=O)N2CCCCC2)[C@@]31C (stereo partly drawn)	-1	1.2	2	-6	-2	.	-2.5	-10	-0.4	13	-0.2
COc1ccccc1-n1c(SCC(=O)O)nnc1-c1ccc(S(=O)(=O)N2CCCCC2)cc1	-1	1.5	-2	-2	2	.	-3.4	7	0.2	18	1.6
O=C(NN1C(=O)NC2(CCCCC2)C1=O)c1ccc(-c2ccc(Cl)cc2)o1	1	-0.8	-4	2	-13	29	-1.3	-6	-0.9	5	1.9
COc1cc(NC(=O)c2ncn[nH]2)cc(OC)c1OC	4	.	2	-1	-9	.	-0.2	12	.	1	3.3
Cc1nnc(SCCn2c(N3CC(C)CC(C)C3)nc3c2c(=O)n(C)c(=O)n3C)s1 (stereo not drawn)	0	.	0	-4	-3	.	-3.9	2	.	19	2.4
Clc1ccccc1Cn1nnc2c(Nc3ccccc3)ncnc21	6	2.5	19	-3	-5	8	11	-9	0.5	-59	.
Cc1nc(N2CCOCC2)nc(OC(C)C)c1[N+](=O)[O-]	-4	1.9	19	0	3	-1	2.0	-9	1.7	-14	2.6
Cc1c(Cl)cccc1NC(=S)NC1CCN(Cc2ccccc2)CC1	-8	1.7	-5	-1	6	66	3.1	-1	0.4	-16	4.7
COc1cc(NS(=O)(=O)c2ccc(NS(=O)(=O)c3ccccc3)cc2)nc(OC)n1	-2	0.8	19	-10	-11	8	-3.8	-11	2.2	19	1.8
Cc1cc(C)cc(-n2nnc(C(=O)NCc3ccc(Cl)cc3)c2N)c1	1	-0.4	3	6	-3	-13	0.4	5	2.8	-2	-0.5
O=C(COC(=O)Cc1ccc(Cl)c(Cl)c1)Nc1ccc2[nH]c(=O)[nH]c2c1	-3	0.3	-19	0	-5	-12	-0.6	-12	-0.2	4	-1.9
NC(=O)c1ccc(C2SCC(=O)N2CCc2ccccc2)cc1 (stereo not drawn)	1	-1.6	10	-1	-4	-6	-2.9	5	-1.2	11	2.1
COC(=O)C1=C(C(=O)OC)[C@@H]2N(C)c3ccc(OC)cc3[C@@]23C[C@@H](C(=O)OC)N(C(=O)CC(C)C)C3=N1	-3	0.1	11	-1	-8	-5	-3.2	.	-1.6	18	-1.8
Cc1cc(C)nc(SC2CC(=O)N(c3ccc(Cl)cc3)C2=O)n1 (stereo not drawn)	-6	3.5	-13	5	-2	231	-2.9	8	1.1	14	1.8
Cc1cccc(OCC(=O)Nc2ccc3c(c2)nc(CCN2CCN(c4ccccn4)CC2)n3C)c1	-8	1.4	7	-4	0	40	0.3	27	1.1	-2	4.6
CCCCn1c(=O)[nH]c(=O)c2c1nc(-c1ccccc1F)n2Cc1ccccc1OC	5	1.9	-14	1	-7	28	3.8	34	1.0	-19	1.0
COC1=CC(=O)OC(c2ccco2)C1 (stereo not drawn)	1	.	7	-2	-10	.	-1.6	1	.	8	4.6
Cc1ccc2c(c1)/C(=C/c1ccco1)C(=O)N2	-2	1.9	5	-3	-6	-24	1.3	40	1.3	-9	3.6
CC(OC(=O)[C@@H]1CCCN1C(=O)c1cccs1)C(=O)Nc1cccc([N+](=O)[O-])c1 (stereo partly drawn)	-8	0.4	1	11	1	-15	-1.9	.	-0.6	10	4.4
COc1ccc(CC(=O)Nc2ccc(N3CCCCC3)cc2)cc1	-2	-2.3	8	-1	-1	16	-2.3	-7	-0.6	10	-2.0
CC(C)c1cccc(C(C)C)c1OC(=O)NC(=O)c1c(F)cccc1F	3	0.6	6	-4	-8	13	-1.5	24	1.4	5	1.2

A section of the results above, as a working copy:
SMILES	Tat export inh	AddAB inh	HTR5A inv ag	PKA-R1A act	PKA-R2B activ	SUMO Mot1 rescue	MOR-DOR ag	PfHsp90 set2	Ecoli viability	OPRM1-OPRD1 inv	phage Ecoli inh
Clc1ccccc1Cn1nnc2c(Nc3ccccc3)ncnc21	6	2.5	19	-3	-5	8	11	-9	0.5	-59	.
Cc1nc(N2CCOCC2)nc(OC(C)C)c1[N+](=O)[O-]	-4	1.9	19	0	3	-1	2.0	-9	1.7	-14	2.6
Cc1c(Cl)cccc1NC(=S)NC1CCN(Cc2ccccc2)CC1	-8	1.7	-5	-1	6	66	3.1	-1	0.4	-16	4.7
COc1cc(NS(=O)(=O)c2ccc(NS(=O)(=O)c3ccccc3)cc2)nc(OC)n1	-2	0.8	19	-10	-11	8	-3.8	-11	2.2	19	1.8
Cc1cc(C)cc(-n2nnc(C(=O)NCc3ccc(Cl)cc3)c2N)c1	1	-0.4	3	6	-3	-13	0.4	5	2.8	-2	-0.5
O=C(COC(=O)Cc1ccc(Cl)c(Cl)c1)Nc1ccc2[nH]c(=O)[nH]c2c1	-3	0.3	-19	0	-5	-12	-0.6	-12	-0.2	4	-1.9
NC(=O)c1ccc(C2SCC(=O)N2CCc2ccccc2)cc1 (stereo not drawn)	1	-1.6	10	-1	-4	-6	-2.9	5	-1.2	11	2.1
COC(=O)C1=C(C(=O)OC)[C@@H]2N(C)c3ccc(OC)cc3[C@@]23C[C@@H](C(=O)OC)N(C(=O)CC(C)C)C3=N1	-3	0.1	11	-1	-8	-5	-3.2	.	-1.6	18	-1.8
Cc1cc(C)nc(SC2CC(=O)N(c3ccc(Cl)cc3)C2=O)n1 (stereo not drawn)	-6	3.5	-13	5	-2	231	-2.9	8	1.1	14	1.8
Cc1cccc(OCC(=O)Nc2ccc3c(c2)nc(CCN2CCN(c4ccccn4)CC2)n3C)c1	-8	1.4	7	-4	0	40	0.3	27	1.1	-2	4.6
CCCCn1c(=O)[nH]c(=O)c2c1nc(-c1ccccc1F)n2Cc1ccccc1OC	5	1.9	-14	1	-7	28	3.8	34	1.0	-19	1.0
COC1=CC(=O)OC(c2ccco2)C1 (stereo not drawn)	1	.	7	-2	-10	.	-1.6	1	.	8	4.6
Cc1ccc2c(c1)/C(=C/c1ccco1)C(=O)N2	-2	1.9	5	-3	-6	-24	1.3	40	1.3	-9	3.6

(continued)
SMILES	Tat export inh	AddAB inh	HTR5A inv ag	PKA-R1A act	PKA-R2B activ	SUMO Mot1 rescue	MOR-DOR ag	PfHsp90 set2	Ecoli viability	OPRM1-OPRD1 inv	phage Ecoli inh
CC(=O)N1CCN(C(=O)c2ccc(S(=O)(=O)Nc3ccccc3F)cc2)CC1	-5	-0.9	13	2	6	3	-3.2	-8	-1.6	12	6.1
Cc1ccc(SC(C)C(=O)Nc2ccccc2-c2ccccc2)cc1 (stereo not drawn)	9	0.8	13	-6	-9	-5	6.8	-30	2.2	-36	1.7
COc1cc(NC(=O)COc2ccc(Br)cc2)ccc1NC(=O)C(C)C	-5	1.9	5	1	3	14	-2.3	-13	-0.6	13	4.3
COC(=O)Cc1c(C)nc(SCc2ccccc2)[nH]c1=O	-1	-1.9	-5	-4	-1	-10	-0.9	34	0.4	4	2.6
Cc1nc(CCNC(=O)CC2C(=O)NCCN2Cc2ccc(F)cc2)sc1C (stereo not drawn)	-2	1.3	-4	-7	6	304	-3.2	-29	-0.6	16	2.8
CC(C)Sc1nc2c(cnn2-c2ccc(F)cc2)c(=O)[nH]1	24	0.0	-13	3	10	-19	2.2	-9	-0.5	-12	-0.1
O=C(CSc1nc2cc(Cl)c(Cl)cc2[nH]1)c1ccc2c(c1)OCO2	-6	1.8	-33	-5	6	2	2.7	5	-2.4	-14	-0.9
O=C(c1cc2ccccc2o1)N(C1CC1)C1(C(=O)Nc2ccccc2)CCCC1	10	3.1	-6	-6	-8	24	3.0	-20	0.6	-16	2.2
COc1cc(-n2c(=O)c3ccccc3n(CC(=O)c3ccccc3)c2=O)cc(OC)c1OC	6	-0.5	5	0	1	-8	-1.7	-15	0.1	9	2.6
Cc1ccc(OC(=O)c2cc3ccccc3o2)cc1	2	3.0	16	3	6	-1	1.8	-14	3.7	-9	0.6
CC(C)c1ccc(OC(=O)c2cccc(S(=O)(=O)N3CCN(C)CC3)c2)cc1	0	3.5	-8	-1	-7	21	-1.5	-1	0.1	8	0.1
O=S(=O)(c1ccc(F)cc1)N1CCN(C(=S)NCCc2ccccc2)CC1	5	0.2	-8	0	-6	1	0.3	19	1.5	-1	2.6
Cc1cccc(Nc2nc(NCCCN3CCOCC3)nc(N)c2[N+](=O)[O-])c1	4	-2.3	-10	7	4	-5	-1.2	38	-1.1	6	4.4
CCOC(=O)COc1ccc(N)cc1CC(NC(C)=O)(C(=O)OCC)C(=O)OCC	-1	1.4	6	-13	1	2	-1.7	25	0.1	10	2.5
COc1cc(OC)cc(C(=O)N[C@H](C(=O)Nc2nnc(C3CC3)s2)C(C)C)c1	-5	-0.3	-8	-5	-14	-16	0.6	-17	-2.7	-3	1.9
COc1ccc(C(=O)Nc2c3c(nn2-c2ccc(Cl)cc2)CS(=O)(=O)C3)cc1	?	2.0	9	20*	-8	-7	-2.1	14	2.1	11	4.7
COc1ccc(-n2c(=S)[nH]c3cc(C(=O)N4CCN(c5ccccc5)CC4)ccc3c2=O)c(OC)c1	1	4.5	6	-1	10	-16	-3.5	9	-0.8	22	-1.2

Screens: PubChem BioAssay, several laboratories
